# Compound activity as filed in PubChem.
# TAAR1 ag – human TAAR1 agonism; CHO RD-HGA16 TAAR1, Fluo-8 calcium fluorescence; vehicle wells 0%, saturating PEA agonist 100%; AID 624467; actives 0.99% (n = 360,000); activation, % at 3 µM; Q96RJ0;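 active means activation above the mean activation of all test compounds in the run plus 3 SD, cut at about 38% in these data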
# Target sequence (Q96RJ0 whole entry, looked up): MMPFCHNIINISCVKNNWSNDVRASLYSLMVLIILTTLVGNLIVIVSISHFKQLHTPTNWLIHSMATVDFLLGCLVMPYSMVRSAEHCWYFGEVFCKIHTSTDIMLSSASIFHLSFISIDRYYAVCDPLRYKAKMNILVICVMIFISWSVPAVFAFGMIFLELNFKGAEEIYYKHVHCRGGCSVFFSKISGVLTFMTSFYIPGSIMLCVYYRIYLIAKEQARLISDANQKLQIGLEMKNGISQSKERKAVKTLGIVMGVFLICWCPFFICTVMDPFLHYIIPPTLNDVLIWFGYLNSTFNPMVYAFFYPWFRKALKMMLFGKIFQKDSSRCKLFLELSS
#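 test system = CHO RD-HGA16 cells carrying human TAAR1 plus Gα16 | schedule = 17-24 h seeding, 75 min 37 °C dye, 30 min RT | compound dosing = 3 µM single concentration | control set = DMSO and PEA EC100 | replicates = n 1 | signal = Fluo-8 fluorescence, 5 s baseline then 140 s kinetic read | measure = percent activation vs PEA EC100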
# TAAR1 antag – human TAAR1 antagonism; AID 624466; inhibition, % at 3 µM; actives 1.5% (n = 360,000); CHO RD-HGA16 TAAR1, Fluo-8 calcium fluorescence, antagonist; Q96RJ0;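 active means inhibition above a per-plate cutoff, the mean inhibition of test compounds on that plate plus 3 SD, cut at about 49% in these data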;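 further: 0% = DMSO plus EC80 beta-PEA response and 100% = DMSO alone without agonist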
#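 Test system – hTAAR1-expressing CHO RD-HGA16 cells, Gα16-coupled · Also added – β-PEA at EC80 concentration, post-compound challenge · Compound – 3 µM, single point · Incubation – dye loading 75 min at 37 °C, then 30 min room temperature · Measured by – Fluo-8 intracellular calcium dye fluorescence, real-time kinetic reads · Benchmarks – vehicle and agonist controls · Replicates – singlicate, one well per test compound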
# CHO-K1 Ca antag – counter-screen for M1 antagonists: effect in parental CHO-K1 cells; ATP-induced calcium, Fluo-8 fluorescence; inhibition, % at 3 µM; actives 0.6% (n = 360,000); AID 602250;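 active means inhibition above a per-plate cutoff, the plate's mean sample inhibition plus 3 SD, cut at about 24% in these data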;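 further: 0% = DMSO plus EC80 ATP and 100% = DMSO alone without ATP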
# M1 antag – blocks human M1 muscarinic receptor. P11229. CHO-K1 hM1, Fluo-8 calcium fluorescence, ACh EC80 antagonist. inhibition, % at 3 µM. actives 1.3% (n = 360,000);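 active means percent inhibition above its own plate's cutoff, namely the mean of that plate's compound wells plus 3 SD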;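 further: peak over basal fluorescence ratio during 140 s after agonist addition; 0% = ACh EC80 plus DMSO and 100% = DMSO alone without agonist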
# Target sequence (P11229 whole entry, looked up): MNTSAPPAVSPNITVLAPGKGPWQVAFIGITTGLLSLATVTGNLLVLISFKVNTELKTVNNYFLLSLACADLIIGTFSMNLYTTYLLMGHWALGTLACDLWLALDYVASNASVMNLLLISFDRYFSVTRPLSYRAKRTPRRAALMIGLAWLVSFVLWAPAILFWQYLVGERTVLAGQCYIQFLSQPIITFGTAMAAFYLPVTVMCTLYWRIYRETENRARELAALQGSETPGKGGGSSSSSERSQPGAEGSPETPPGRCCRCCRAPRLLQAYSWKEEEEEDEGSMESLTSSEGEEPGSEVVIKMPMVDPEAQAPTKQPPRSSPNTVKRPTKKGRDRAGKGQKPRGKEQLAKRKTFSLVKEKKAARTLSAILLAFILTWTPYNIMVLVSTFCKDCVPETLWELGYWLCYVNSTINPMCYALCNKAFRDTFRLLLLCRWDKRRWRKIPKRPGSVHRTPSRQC
# M1 ag – activates human CHRM1 receptor; P11229; CHO-K1 hM1, Fluo-8 calcium fluorescence, agonist mode; 0% DMSO, 100% acetylcholine EC100; activation, % at 3 µM; actives 0.33% (n = 360,000);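 active means activation above the run's mean compound activation plus 3 SD, cut at about 16% in these data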;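 further: peak over basal fluorescence ratio within a 140 s kinetic read after compound addition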
# CHRM1 PAM – human CHRM1 positive allosteric modulation | activation, % at 3 µM | P11229 | CHO-K1 hM1, Fluo-8 calcium fluorescence, ACh EC20; 0% = ACh EC20, 100% = maximal ACh | actives 0.088% (n = 360,000); in the data active means activation above about 19%, passing the limit was not always enough
# CHO-K1 Ca PAM – counter-screen for M1 PAMs: effect in parental CHO-K1 cells; actives 0.02% (n = 360,000); AID 602247; ATP EC20, Fluo-8 calcium fluorescence; 0% at ATP EC20, 100% at ATP max; activation, % at 3 µM;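 active means activation above the run cutoff, the mean activation of all test compounds plus 3 SD, cut at about 40% in these data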;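 further: peak over basal fluorescence ratio in a 140 s read after ATP addition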
# CHO-K1 Ca ag – M1 agonist counterscreen hit in parental CHO-K1 cells. Fluo-8 calcium fluorescence; scaled to maximal ATP response, vehicle zero. activation, % at 3 µM. actives 0.48% (n = 360,000). AID 602248; in the data active means activation above about 15%;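 further: untransfected CHO-K1 host cells lacking M1 receptor as counterscreen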
# CHO parental Ca – counter-screen for OX1R antagonists: effect in parental CHO cells | parental CHO-K1, ATP-induced calcium, Fluo-8 fluorescence | inhibition, % at 5.6 µM | AID 463079 | actives 0.63% (n = 330,000);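 active means inhibition above that plate's mean sample inhibition plus 3 SD, cut at about 26% in these data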;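 further: 0% = ATP-challenged DMSO wells and 100% = DMSO wells without ATP; some compounds past the cut are filed as inactive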
#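 material = parental CHO cells | also added = ATP as calcium-mobilizing challenge | dosing = single point at 5.6 µM | detection = intracellular calcium via Fluo-8 no-wash fluorescent dye | read-out = % inhibition | benchmarks = low control ATP plus DMSO, high control DMSO only | repeats = one well per compound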
# * marks the source's active call; other numbers are inactive results; . = no result given.
SMILES,TAAR1 ag,TAAR1 antag,CHO-K1 Ca antag,M1 antag,M1 ag,CHRM1 PAM,CHO-K1 Ca PAM,CHO-K1 Ca ag,CHO parental Ca
COc1cccc(-c2nnc(SCC(=O)Nc3ccc(S(N)(=O)=O)cc3)n2C)c1,11,-6,8,1,-4,-1,-1,-0.2,8
Cn1c(SCc2ccc([N+](=O)[O-])cc2)nnc1-c1ccncc1,-1,5,-10,-6,-8,5,-7,1.9,-14
CC1CCCCN1C(=O)c1cc(-c2ccc(Cl)c(Cl)c2)on1 (stereo not drawn),6,20,-14,5,-7,-6,8,0.0,-30
O=C(Nc1ccccc1F)c1ccc2ncsc2c1,2,0,-10,-15,-4,13,16,0.8,5
CC(=O)c1cccc(NC(=O)c2ccccc2N(Cc2ccccc2)S(C)(=O)=O)c1,4,-14,-7,-8,-1,4,13,1.9,-8
COc1cc(CN2CCN(C3CCC3)CC2CCO)cc(OC)c1 (stereo not drawn),-1,7,-1,0,-9,-2,14,-0.1,-9
Cc1cc(N2C(=O)CCC2=O)n(-c2ccccc2)n1,9,-9,-4,8,-1,2,12,0.6,14
CC(=O)OCCN(C)c1cc(SC(C)C)c2nonc2c1[N+](=O)[O-],1,20,-6,1,-6,2,8,3.1,-1
CC(NC(=O)C1CCCN1S(=O)(=O)c1cccc2nsnc12)c1ccccc1 (stereo not drawn),.,.,-19,-10,-1,9,12,-0.3,-12
Cc1ccc(N2C(=O)C3C=NNC3C2=O)cc1 (stereo not drawn),3,-2,-9,3,-3,5,-11,0.3,0
CCOc1cc(N2CCOCC2)c(OCC)cc1NC(=O)CN1CCN(Cc2ccc3c(c2)OCO3)CC1,17,10,-21,-23,-5,13,12,0.5,-17
Cn1cc(-c2nnnn2-c2cccc(C(F)(F)F)c2)c(C(F)(F)F)n1,-1,14,10,-5,-4,6,-6,0.1,4
CNc1ccc(C(=O)N2CCN(S(=O)(=O)c3ccc4c(c3)OCCCO4)CC2)cc1[N+](=O)[O-],6,-28,-4,-6,-6,0,-4,1.6,-12
O=C(Cn1c(C(=O)NCc2ccco2)cc2sccc21)c1ccccc1,.,.,22,19,-4,-10,-12,0.1,-13
COc1ccc(-c2csc(Nc3ccc(O)cc3)n2)cc1,-2,-26,-17,-5,1,5,-12,-1.1,-3
Nc1ncnc2nc(SCCC(=O)O)[nH]c12,1,-16,4,-1,0,-1,-13,-0.5,-6
COc1ccc(NC(=O)CN(C)C(=O)CCNC(=O)c2ccccc2OC)cc1,-1,0,-6,-6,1,19,2,-0.1,-4
COC(=O)[C@@]1(Cc2ccc(F)cc2)[C@H]2c3cc(C(=O)N4CCCC4)n(CCN4CCNC4=O)c3C[C@H]2CN1C(=O)c1ccccc1,0,2,-15,.,.,.,-4,-0.1,.
CCn1c(/C=N/n2cnnc2)nc2ccccc21,4,4,-21,-1,-4,1,7,0.0,-2
O=CC(=O)c1ccccc1,5,-12,3,5,-1,-3,-10,-0.7,-4
COc1ccc(/C=C2/NC(=O)N(Cc3ccccc3F)C2=O)cc1OC,5,-13,-11,-18,-4,9,19,0.8,-9
O=C(O)CCC(=O)Nc1ccc(S(=O)(=O)c2ccc(NC(=O)CCC(=O)O)cc2)cc1,3,1,11,0,0,5,-21,-0.1,-10
Cc1ccc(Nc2nc(N)c3ccccc3n2)cc1C,68*,6,-12,-12,-6,4,16,1.6,.
Cc1cccc(C)c1NC(=O)C1c2cccc[n+]2CC(=O)N1Cc1ccc2c(c1)OCO2 (stereo not drawn),8,-4,1,-7,-9,10,22,1.9,-13
COc1cc(/C=N/n2nnnc2N)ccc1O,12,-3,5,-5,-1,4,2,0.1,-9
N#C/C(=C/c1ccc(N2CCCCC2)o1)C(=O)NCCc1c[nH]c2ccccc12,29,58*,21,44*,28*,-16,4,24*,45
COc1ccc(OCC(=O)N2CCN(c3cccc(C(F)(F)F)c3)CC2)cc1,2,8,0,-6,-3,5,5,0.4,-3
NC(=O)C1CCN(C(=O)c2ccc(Oc3ccccc3)cc2)CC1,8,-17,-18,-12,-4,11,15,0.9,-1
CCOc1ccc(C(=S)N2CCN(C)CC2)cc1,0,13,-5,-3,-5,6,19,0.1,2
CCc1c(C(=O)N2CCOCC2)csc1C,9,25,-27,-3,-4,3,5,0.7,-1
Cc1ccc(OCC(=O)Nc2ccc3c(c2)ncn3C)cc1,12,15,-15,-18,-3,15,14,0.3,.
Cc1ccc(CN(C(=O)c2ccccc2[N+](=O)[O-])C2CCS(=O)(=O)C2)o1 (stereo not drawn),8,-12,-7,-7,-1,7,-3,0.7,-10
Cc1nnc(C)c2c(C)n(-c3ccccc3N)c(C)c12,2,10,-2,1,-4,8,14,0.7,-14
O=C(CC(=O)N/N=C\c1cccc(Cl)c1Cl)NCc1ccccc1,4,20,-3,1,-2,2,-2,6.6,3
O=C(CSc1ccc2ccccc2c1)Nc1nc2ccccc2[nH]1,9,-3,-8,1,-3,-2,12,-0.1,-10
Cc1cccc(-n2nc3c(c2NC(=O)c2ccco2)CS(=O)C3)c1C (stereo not drawn),0,-1,1,3,-3,2,4,1.0,6
Cc1ccc(S(=O)(=O)NCC(c2ccco2)N2CCc3ccccc3C2)cc1 (stereo not drawn),0,8,-3,0,-1,1,-8,0.5,-32
COc1cc(C(=O)Oc2cc(N)n(S(=O)(=O)c3ccccc3)n2)cc(OC)c1OC,9,-44,8,-2,-5,8,-3,0.4,-20
CN(Cc1ccccc1)S(=O)(=O)c1ccc(Cl)c(C(=O)NCc2ccncc2)c1,3,4,-4,-11,-3,2,-28,6.0,-19
Cc1nn(-c2ccccc2)c2nc(-c3ccco3)cc(C(=O)O)c12,2,-5,2,-8,-3,7,15,-0.3,-5
N/C(COc1ccccc1)=N\NC(=O)c1cccnc1Oc1ccccc1,12,-5,-10,3,-3,-3,13,0.0,8
COc1ccc(OC)c2sc(N(CCN(C)C)C(=O)c3ccc4ccccc4c3)nc12,4,-8,-7,-12,-5,7,16,0.4,-14
Cc1ccc(C)c(NS(=O)(=O)c2ccc(NC(=O)c3ccco3)cc2)c1,16,25,-23,9,4,1,16,4.3,12
CCOCCc1nn2c(=O)cc(CSCC(=O)Nc3ccccc3)nc2s1,0,-2,-4,19,-1,-7,11,5.2,-8
CN1CCN(C(=S)Nc2ccc(Cl)cc2Cl)CC1,1,-12,-6,5,-3,1,3,0.2,-3
COc1ccc(OCCCC(=O)NCC(C)C)cc1,9,13,5,-7,-2,-4,-1,-0.1,-6
O=C(CCn1c(=S)[nH]c2ccccc2c1=O)NCC1CCCO1 (stereo not drawn),.,.,-22,-3,-3,0,10,0.3,-5
CC(C)OP(=O)(OC(C)C)C(Nc1ccccc1)c1cccnc1 (stereo not drawn),3,-8,-9,-12,-1,3,15,1.0,-39
COc1ccc(-c2noc(CNS(=O)(=O)c3ccc(NC(C)=O)cc3)n2)cc1,1,-14,13,-11,5,19,-14,-0.1,-5
COc1ccc2[nH]c3c(c2c1)[C@@H]1CCN2C(=O)CCC[C@H](C3)[C@H]12,5,-5,1,-8,-2,10,5,0.5,-1
CSc1ccccc1NC(=O)c1c(C)noc1C,0,21,-23,-17,-3,10,13,0.6,3
CC(C)CNC(=O)CSc1ccc(S(=O)(=O)N2CCN(C)CC2)cn1,0,-1,-8,18,-4,-6,-10,-0.2,-8
CCc1ccccc1OCC(=O)NNCC(=O)Nc1cccc(C#N)c1,7,28,-21,-8,0,7,13,3.5,-21
CC(C)CCN1C(=O)c2ccc(C(=O)Nc3cc(C(=O)O)cc(C(=O)O)c3)cc2C1=O,5,9,-10,-14,-3,9,26,2.0,.
Cc1nc(-c2ccc(Cl)cc2)sc1C1(C)CC(c2c(Cl)cccc2Cl)=NO1 (stereo not drawn),1,0,-7,-1,0,1,-3,-0.1,-7
CC(C)OC(=O)C[N+](C)(C)CCN1C(=O)C2C(c3ccccc3)C=CC(c3ccccc3)C2C1=O (stereo not drawn),4,5,-8,-10,-12,13,24,0.4,-19
O=C1NN(c2cccc(Br)c2)C(=O)/C1=C\c1ccccc1,5,-11,-13,-17,0,8,0,-0.2,-18
CCOC(=O)C1(C)CCCN1C(=O)c1ccc(C(=O)OC)cc1 (stereo not drawn),1,0,7,5,-2,0,-11,-0.3,.
O=C(NC(C(=O)O)c1ccccc1)c1ccccc1 (stereo not drawn),8,-11,-10,-5,-4,7,6,0.5,-4
Cc1ccc(S(=O)(=O)NC(=O)c2cc(C)n(CCCN3CCOCC3)c2C)cc1,9,2,-4,-3,-2,2,-2,-0.2,-11
# (more compounds)
SMILES,TAAR1 ag,TAAR1 antag,CHO-K1 Ca antag,M1 antag,M1 ag,CHRM1 PAM,CHO-K1 Ca PAM,CHO-K1 Ca ag,CHO parental Ca
COc1ccc(CSc2ncn[nH]2)cc1[N+](=O)[O-],1,-10,18,2,-2,2,-15,-0.2,-1
CCCCOc1ccc(-c2cc(C(F)(F)F)c(C#N)c(SCC(=O)O)n2)cc1,2,-2,11,-10,-8,9,-2,0.7,-4
C/C=C/C(=O)OCC(=O)Nc1cc([N+](=O)[O-])ccc1Cl,2,-14,1,0,-3,5,4,-0.1,-3
COc1ccc(CN2CCN(c3ncnc4scc(-c5ccc(F)cc5)c34)CC2)cc1,-1,-10,-12,2,8,4,15,-1.0,-35
CC(C)(C)c1cc(C(=O)NN)n(Cc2ccc(Cl)cc2Cl)n1,1,-7,12,-4,-4,7,-18,2.0,-28
CN(C)S(=O)(=O)c1ccc(Cl)c(C(=O)Nc2ccccc2[N+](=O)[O-])c1,5,10,-11,-14,-9,8,27,2.5,-13
Cc1ccccc1C(=O)Nc1nncs1,12,-4,3,5,-2,5,-2,0.0,1
Cn1c(=O)c2c(n(Cc3ccccc3)c1=O)NC(=O)C2CC(=O)N1CCc2ccccc2C1 (stereo not drawn),.,.,17,16,-2,-5,-2,7.0,.
COCCNC(=S)N/N=C/c1ccc([N+](=O)[O-])cc1,-2,1,7,-2,-2,5,-11,0.5,-12
Cc1cc(C)cc(NC(=O)Cn2c(-c3ccccc3Cl)nc3ccccc32)c1,-2,18,-8,1,-7,-3,14,2.0,-10

# Gathered by group, those above containing a CF3 group.
SMILES,TAAR1 ag,TAAR1 antag,CHO-K1 Ca antag,M1 antag,M1 ag,CHRM1 PAM,CHO-K1 Ca PAM,CHO-K1 Ca ag,CHO parental Ca
Cn1cc(-c2nnnn2-c2cccc(C(F)(F)F)c2)c(C(F)(F)F)n1,-1,14,10,-5,-4,6,-6,0.1,4
COc1ccc(OCC(=O)N2CCN(c3cccc(C(F)(F)F)c3)CC2)cc1,2,8,0,-6,-3,5,5,0.4,-3
CCCCOc1ccc(-c2cc(C(F)(F)F)c(C#N)c(SCC(=O)O)n2)cc1,2,-2,11,-10,-8,9,-2,0.7,-4
